Tb hexokinase: T. brucei hexokinase 1 inhibition; actives 0.11% (n = 220,000); inhibition, % at 10 µM; recombinant TbHK1, G6PDH-coupled NADH A340;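 active = inhibition of 50% or more in the single-dose primary screen; inactive = inhibition below 50%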
p97 inhibitor: blocks human p97 ATPase activity | inhibition, % at 8 µM | AID 1481 | recombinant p97 ATPase, Kinase-Glo ATP luminescence, 3 h | actives 0.42% (n = 220,000); in the data active = inhibition above about 15%;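 also: 0% = DMSO vehicle and 100% = wells lacking enzyme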
Target sequence (P55072 whole entry, looked up): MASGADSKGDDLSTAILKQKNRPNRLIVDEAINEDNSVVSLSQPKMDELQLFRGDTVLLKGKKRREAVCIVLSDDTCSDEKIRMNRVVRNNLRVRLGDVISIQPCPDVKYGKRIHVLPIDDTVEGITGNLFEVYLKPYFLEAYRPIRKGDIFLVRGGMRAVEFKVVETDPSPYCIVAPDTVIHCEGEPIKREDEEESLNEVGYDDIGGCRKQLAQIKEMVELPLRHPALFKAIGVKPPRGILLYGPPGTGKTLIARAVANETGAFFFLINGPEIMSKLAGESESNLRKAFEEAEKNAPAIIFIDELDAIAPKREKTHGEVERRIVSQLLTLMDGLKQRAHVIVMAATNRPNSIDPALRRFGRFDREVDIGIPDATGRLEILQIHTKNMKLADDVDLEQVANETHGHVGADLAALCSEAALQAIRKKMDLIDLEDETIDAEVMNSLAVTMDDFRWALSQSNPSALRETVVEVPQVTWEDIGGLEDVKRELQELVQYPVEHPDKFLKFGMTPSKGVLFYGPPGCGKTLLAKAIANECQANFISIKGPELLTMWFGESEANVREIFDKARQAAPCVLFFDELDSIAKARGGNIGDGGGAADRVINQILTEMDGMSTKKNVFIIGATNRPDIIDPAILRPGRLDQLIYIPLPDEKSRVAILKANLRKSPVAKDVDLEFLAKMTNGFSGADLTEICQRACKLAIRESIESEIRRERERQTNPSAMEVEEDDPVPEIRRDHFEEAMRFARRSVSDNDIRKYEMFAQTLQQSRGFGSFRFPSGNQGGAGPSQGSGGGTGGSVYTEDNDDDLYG
PPC-1+TRAIL kill: compounds killing PPC-1 cancer cells with TRAIL present (potentiator screen, no TRAIL-free arm); cell killing (% activity), % at 4 µM; PPC-1 cells + TRAIL, ATPLite viability luminescence; AID 1443; actives 0.41% (n = 220,000);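 active = cell killing above 50% in the first pass at 4 µM, then a duplicate retest at 5 µM averaging 50% or more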;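 also: plate controls were cells with TRAIL plus DMSO for no effect and medium-only wells lacking cells for full effect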
NCF1 inh: p47phox (human) inhibition. P14598. p47phox/p22phox peptide binding, fluorescence polarization, 2 h. inhibition, % at 24.7 µM. actives 0.53% (n = 220,000). AID 1274;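 active = inhibition above about 30%, limit read from the data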;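 also: 0% = p47phox with labelled peptide and 100% = labelled peptide alone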
Ba/F3 V617F tox: loss of viability in JAK2V617F-driven Ba/F3 cells; Ba/F3 EpoR-JAK2V617F viability, ATP luminescence; inhibition, % at 5.6 µM; actives 1.1% (n = 220,000); AID 1446;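 active = inhibition above the campaign mean plus 3 SD over all tested compounds, cut at about 24% in these data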;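 also: cytokine-independent growth of Ba/F3 cells driven by EpoR plus mutant JAK2; 0% = DMSO-treated cells and 100% = JAK inhibitor I control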
RBBP9 inhibitor: blocks human serine hydrolase RBBP9; AID 1515; recombinant RBBP9, FP-Rh probe fluorescence polarization; actives 0.2% (n = 220,000); O75884; inhibition, % at 7.94 µM;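 active = inhibition above the campaign mean of all tested compounds plus 3 SD, cut at about 14% in these data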;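 also: plate controls were DMSO wells with RBBP9 for no effect and wells lacking RBBP9 protein for full effect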
Target sequence (O75884 whole entry, looked up): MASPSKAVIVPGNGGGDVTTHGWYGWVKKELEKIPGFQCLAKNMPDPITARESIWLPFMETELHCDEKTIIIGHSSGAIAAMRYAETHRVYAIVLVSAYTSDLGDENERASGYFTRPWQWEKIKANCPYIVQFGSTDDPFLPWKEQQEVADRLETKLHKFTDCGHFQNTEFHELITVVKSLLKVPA
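Material: RBBP9 protein. Amount: RBBP9 at 2.5 µM in dispensed solution, before mixing. Schedule: 30 min then 45 min, 25 °C. Medium: Tris buffer pH 8.0, NaCl, Pluronic. Measured by: fluorescence polarization. Measure: percent inhibition from mP, scaled between DMSO and no-protein wells. Replication: one well per compound.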
BaF3 parental: reduces parental Ba/F3 cell viability, JAK2V617F counter-screen. actives 1.1% (n = 220,000). CellTiter-Glo ATP luminescence. inhibition, % at 5.6 µM;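 active = inhibition above a per-campaign cutoff, the mean inhibition of all tested compounds plus 3 SD, cut at about 27% in these data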;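 also: 0% = DMSO wells and 100% = JAK Inhibitor I control wells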
Furin inh: inhibitors of human furin; P09958; purified furin, fluorogenic substrate cleavage; inhibition, % at 30 µM; actives 0.061% (n = 220,000); in the data active = inhibition above about 25%; also: inactives centre near -15
EP2 antag: EP2 receptor (human) inhibition. P43116. C6 glioma cells expressing human EP2, cAMP TR-FRET; cells stimulated with saturating PGE2. inhibition, % at 25 µM. actives 0.52% (n = 260,000). AID 1422;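 active = percent inhibition above 40 after rounding to a whole number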;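 also: rat C6 glioma host cells with rolipram phosphodiesterase inhibitor present; the protocol text gives 20 µM as final concentration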
Numbers without * were called inactive; nt = no result given; & = joins results of further samples; [ ] = remark or other dose.

SMILES	Tb hexokinase	p97 inhibitor	PPC-1+TRAIL kill	NCF1 inh	Ba/F3 V617F tox	RBBP9 inhibitor	BaF3 parental	Furin inh	EP2 antag
COc1ccc(C2CCCN2C(=O)Nc2ccc(C)c(C)c2)cc1OC (stereo unspecified)	-2	0	16	-10	-4	-1	0	-16	5
CC(=O)Nc1ccc(C(=O)OCc2ccccc2Cl)cc1	4	-5	4	-15	7	-15	11	-3	4
O=c1nc2s/c(=C\c3ccco3)c(=O)n2nc1Cc1ccc(F)cc1	11	6	-25	-17	-1	5	4	-31	5
O=S(=O)(N/N=C/c1ccc(Cl)cc1)c1ccc(Cc2ncc(C(F)(F)F)cc2Cl)s1	-1	0	-21	-19	-3	-1	6	-24[20 µM]	15
CCN(CC)c1ccc(NC(=O)COC(=O)CCC(=O)c2ccc(F)cc2)cc1	4	0	31	6	0	0	3	-15[20 µM]	11
Cc1nnc(SCc2cc(=O)[nH]c(/N=C(\N)Nc3ccccc3)n2)s1	-10	6	14	-11	-4	-2	2	-7	7
O=C(O)/C(=C\c1cccs1)c1ccc(F)cc1	-14	2	6	-3	-1	9	3	-3	7
O=C(NC1CCCC1)c1cc2c(ccc3ccccc32)o1	-9	-8	8	-6	4	-2	11	-14[20 µM]	20
COc1cc(OC)c(OC)cc1CN1CCCC(C(=O)c2ccccc2SC)C1 (stereo unspecified)	-11	3	22	-17	5	7	-2	-21	3
Cc1nc(SCC(=O)c2cc3ccccc3oc2=O)c(C#N)c(-c2ccccc2)c1C(=O)Nc1ccccc1	-13	0	32	14	-1	-10	5	-19	4
O=C(NCCOC(=O)c1ccc(Cl)cc1)c1cccnc1	-10	3	-5	2	-2	-8	5	-26[20 µM]	3
COC(=O)CSc1nnc(-c2sc3ccccc3c2Cl)o1	-8	-5	12	-2	0	-7	1	-24[20 µM]	25
COc1cccc(-c2nc(CS(=O)(=O)CC(=O)N3CCN(C4CCCCC4)CC3)c(C)o2)c1	-5	-2	-13	-20	0	3	3	-33	5
O=C(CN1C(=O)C2C3C=CC(C3)C2C1=O)Nc1cccc(S(=O)(=O)N2CCCC2)c1 (stereo unspecified)	8	1	6	-5	-5	0	1	-22	5
Cc1cc2c(s1)CCCCC(=O)N2	1	5	7	-8	1	-5	4	-8	7
N#Cc1c(N)nc2c(c1-c1ccc(Br)s1)CCCC2	-6	7	2	-23	-1	-3	5	-12	9
Cc1cccc(C2Nc3ccccc3C(=O)N2NC(=O)c2ccc([N+](=O)[O-])cc2)n1 (stereo unspecified)	-7	6	12	-2	-2	3	4	-20	10
COc1ccc(-c2nsc3c(N4CCN(S(=O)(=O)c5ccccc5F)CC4)ncnc23)cc1	-11	5	15	-4	-5	-5	3	-9[20 µM]	24
CCCN(CCC)C(=O)CC(c1ccccc1)c1cc(C)ccc1O (stereo unspecified)	-1	-1	-20	-6	-1	-4	3	-16[20 µM]	6
COCCNC(=O)c1ccccc1NC(=O)c1ccccc1SC	1	1	12	-12	-1	-2	1	-12	3
COc1ccc(OC)c(/C=C2\SC(=S)N(Cc3cccnc3)C2=O)c1	25	-4	-8	-32	5	-7	7	-9	7
COc1cccc(N2CCN(C(=S)Nc3cccc(C)c3)CC2)c1	-6	-8	20	-11	2	2	3	-23[20 µM]	9
COc1ccc(CCNC(=O)C2CC(=O)N(c3ccc(Br)cc3)C2)cc1OC (stereo unspecified)	2	1	22	2	-4	-4	0	-26	-1
O=C(CSc1ccccc1)NCc1ccccn1	0	4	22	0	-4	-6	0	-24	6
Cn1c(N)c(S(=O)(=O)NCc2ccccc2Cl)c(=O)n(C)c1=O	8	-3	-12	7	7	-7	5	3	8
(listing goes on)
SMILES	Tb hexokinase	p97 inhibitor	PPC-1+TRAIL kill	NCF1 inh	Ba/F3 V617F tox	RBBP9 inhibitor	BaF3 parental	Furin inh	EP2 antag
CCc1ccccc1Nc1nc(N)nc(CSCC(=O)Nc2ccc(C)c(C)c2)n1	30	2	8	-13	0	0	7	-10	7
O=C(COC(=O)/C=C/c1ccc(Cl)cc1)Nc1ccc2c(c1)OCCO2	18	1	-17	6	2	0	7	-6	8
CNC1=CC(=O)CC(c2ccccc2)C1 (stereo unspecified)	-2	4	-6	-2	-2	6	4	-17	6
Cc1cccc(N(CC(=O)Nc2ccc(CC#N)cc2)S(C)(=O)=O)c1	2	5	12	-6	-2	-5	-2	-24[20 µM]	nt
CCn1c(SCC(=O)Nc2cc(C)on2)nnc1-c1cccs1	0	3	-12	-9	-1	-1	1	-19	30
Cc1onc(-c2c(F)cccc2Cl)c1C(=O)NC1=NCCS1	-3	5	34	0	-2	-3	3	-21	0
Cc1cc(C)c2ccc3c(C)c(C)n(C)c3c2n1	-7	8	-6	-4	-1	-4	9	-29	13
O=C(Oc1ccc(-c2csnn2)cc1)c1cccs1	-5	4	3	-15	-3	-11	-2	-15	10
CCOC(=O)c1cn(CC2CC2)c2cc(F)c(F)cc2c1=O	-2	4	7	4	-3	1	2	-19	11
COc1cc(/C=N/NC(=O)c2ccncc2)ccc1OCCN1CCCCC1	-38	5	3	-5	-1	0	5	-15	2
OCC1(CO)COC(c2ccccc2)=N1	-4	1	17	1	2	-8	10	-8	2
N#C/C(=C\c1cn(Cc2ccccc2F)c2ccccc12)C(=O)NCc1ccco1	19	8	43	-42	0	7	6	-19	10
CN1c2ccccc2C(O)=C(C(=S)Nc2ccc(Cl)cc2)S1(=O)=O	-29	1	6	-5	-2	6	4	-7[20 µM]	8
Cc1cccc(C)c1OCc1n[nH]c(=S)o1	-3	3	21	-2	-2	-8	3	-15[20 µM]	7
CC(=O)C1=C(C)Nc2ncnn2C1c1ccc(Cl)cc1 (stereo unspecified)	-9	1	-5	-10	-2	1	4	-8[20 µM]	8
Cc1ccccc1-n1c2nc(=O)n(C)c(=O)c-2cc2ccccc21	-7	7	8	-3	1	2	1	-51	5
C[C@]12C=CC(=O)C=C1CC[C@H]1[C@@H]3C[C@@H](O)[C@](O)(C(=O)CO)[C@@]3(C)C[C@H](O)[C@@]12F	0	7	16	-12	4	0	-1	-10	15&14
CCOC(=O)N1CCC(NC(=O)CCC(=O)N2CCOc3ccc(C)cc32)CC1	-5	-3	1	-9	1	-3	3	-27	17
O=c1c2ccccc2c(-c2ccccc2)nn1-c1ccccc1	-5	1	-7	-2	1	6	-2	-25	2
O=[N+]([O-])c1ccc2[nH]c3nc4ccccc4nc3c2c1	-17	9	9	2	36*	1	43*	-2	1
CC1CCN(S(=O)(=O)c2ccc(S(=O)(=O)NCc3ccccc3)cc2)CC1	-11	1	5	-5	-4	1	-2	-5[20 µM]	8
CCOC(=O)/C(=N\Nc1ccccc1)S(=O)(=O)c1ccccc1	-40	-5	-9	-6	1	-6	7	-16[20 µM]	8
Cc1ccc(NC(=O)c2ccc(OC(F)F)cc2)cc1S(=O)(=O)N(C)C	1	0	4	-9	-1	-7	1	6	6
CCCCCOC(=O)CSc1nc2c(c(=O)[nH]c(=O)n2C)n1CCc1ccccc1	12	-1	20	-6	-3	2	3	-24[20 µM]	11
Cc1ccc(Cl)cc1N(CC(=O)NC1CCCCC1)S(C)(=O)=O	10	6	2	2	2	-11	8	-27	10
Following part:
SMILES	Tb hexokinase	p97 inhibitor	PPC-1+TRAIL kill	NCF1 inh	Ba/F3 V617F tox	RBBP9 inhibitor	BaF3 parental	Furin inh	EP2 antag
CC(C)CC1=NN(C(=O)c2ccncc2)C(O)(C(F)(F)F)C1 (stereo unspecified)	-4	-1	20	7	0	-3	1	-15	10
CCOC(=O)c1nnc(-c2ccccc2)nc1NC	-7	-5	13	-3	7	-3	6	-5[20 µM]	6
O=C(/C=C/c1ccccc1)NC(=S)Nc1ccc(N2CCOCC2)cc1	-16	-3	6	12	0	-11	4	-28[20 µM]	9
COC(=O)CC(NC(=O)c1ccc(C)cc1)c1ccccc1 (stereo unspecified)	0	5	9	-4	-2	-10	5	-20[20 µM]	4
COc1ccccc1OCc1ccc(C(=O)NCC2CCCO2)o1 (stereo unspecified)	-6	0	20	-16	3	5	5	-8[20 µM]	14
CSCCC(NC(=O)COc1cccc2ccccc12)C(=O)O (stereo unspecified)	-4	2	-8	-4	-1	3	-2	-5	4
COc1ccc(NCc2nnc(SCC(=O)Nc3ccc(OC)cc3)n2C)cc1	6	4	-13	0	1	-2	2	-29	1
COc1ccccc1NC(=O)N(Cc1cccs1)Cc1cc2cc3c(cc2[nH]c1=O)OCO3	0	4	5	-7	-2	1	6	-18	12
CC(=O)Nc1ccc(NC(=O)CSc2nc3ccccc3o2)cc1	1	9	19	6	-3	0	1	-13	5
COCCN(C(=O)CSc1ncc(C(F)(F)F)cc1Cl)c1c(N)n(Cc2ccccc2)c(=O)[nH]c1=O	-2	2	20	-4	-2	-11	4	-20	6
O=C(NNC(=O)c1ccc([N+](=O)[O-])cc1)c1ccncc1	-14	2	2	-13	-3	-1	2	-21	3
COC(=O)c1cccc(N2C(=O)C(Cl)=C(N3CCOCC3)C2=O)c1	0	9	4	-22	3	-7	4	-17	10
Cn1c(=O)[nH]c(=O)c2c1nc(CN1CCN(c3ccccc3F)CC1)n2CCCc1ccccc1	-1	1	-8	11	-2	-4	1	-6[20 µM]	12
CC(C)(C)NC(=O)C(c1ccncc1)N(Cc1ccc(F)cc1)C(=O)c1ccc(-c2ccccc2)[nH]1 (stereo unspecified)	-11	4	3	-14	-5	-9	1	-24	4
CCOC(=O)c1cnc2c(C)cccc2c1NCCc1ccc(OC)c(OC)c1	-14	-2	12	-9	0	-5	0	-19[20 µM]	10
O=C1COc2ccc(C(=O)CSc3nnc(Cc4cccs4)n3-c3ccccc3)cc2N1	-9	6	10	-15	-1	3	2	-18[20 µM]	14
COC(=O)c1cn(NC(=O)c2ccccc2[N+](=O)[O-])c(=O)c2ccccc12	-1	-3	22	-1	2	-9	3	0	6
Cc1noc(C)c1CSc1nnc2ccccn12	-9	1	-3	-6	0	-1	5	-15[20 µM]	9
C[C@@H](CN1C2=NC[C@H](Cc3ccc(O)cc3)N2C[C@H]1Cc1ccc(O)cc1)NC(=O)CCC1CCCCC1	-3	5	-6	-2	5	6	-7	-22	13
CC(=O)c1ccccc1OCC(O)CN1CCN(C(c2ccccc2)c2ccccc2)CC1 (stereo unspecified)	0	-10	30	-11	4	-8	5	-11[20 µM]	12
CCc1ccc(NC(=O)Cn2c(=O)n(CCC(=O)NC3CCN(Cc4ccccc4)CC3)c(=O)c3ccccc32)cc1	4	-2	7	-5	-6	1	-3	-20	7
CC1=C(C)/C(=N\OC(=O)/C=C/c2ccccc2)C=CC1=O	-8	-7	2	-40	3	-5	8	-16	13
O=P(OC1CCCCC1)(OC1CCCCC1)C(O)c1ccccc1 (stereo unspecified)	-3	-4	5	-6	4	-8	3	-10[20 µM]	2
Cc1nc(NNC(=O)c2ccc(Cl)cc2Cl)cc(-c2ccccc2)n1	-5	1	11	-6	-1	-7	3	-27[20 µM]	12
O=C(OCC(=O)N1CCCc2ccccc21)c1ccc(Cl)nc1	-4	-3	19	-6	2	-6	9	-16	8

Source: PubChem BioAssay (several laboratories)

Only part of the results is shown; rates above refer to the full screens.
